Bioassay records as filed in PubChem BioAssay.
HSF1 activator – increases HSF-1 driven luciferase reporter signal; NIH3T3-HGL HSF-1 luciferase reporter, MG132, 8 h; 100% = twice DMSO control signal; activation, % at 9 µM; hit rate 1.7% among 300,000; AID 504408;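 active means mean replicate activation of at least 50% with a set share of replicates each reaching 50%; inconclusive means only one of those two conditions met; inactive means mean below 50% and too few replicates reaching it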;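 further: 0% = median of the neutral control wells and 100% = twice that signal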
HSF1 inhib – HSF1 inhibition; NIH3T3-HGL HSE-luciferase, MG132-induced, luminescence 8 h; hits give low values; activity change, negative = inhibition, % at 7.5 µM (by protocol); hit rate 0.77% among 300,000; AID 2098;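 active means more than half of replicate wells show activity change below -50%, luminescence cut by over half; inconclusive means some wells, but at most half, below -50%; inactive means no replicate well below -50%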;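 further: luciferase reports HSF-1 transcriptional activity via heat shock element; 0% = median of DMSO wells and -100% = zero luminescence signal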
aSyn 5UTR inh – 5' untranslated region of α-synuclein, MLPCN primary screen. alpha-synuclein 5'UTR reporter, inhibitor activity. inhibition, % (tested at 7.5 µM). hit rate 0.82% among 300,000; in the data active means inhibition above about 60%; inconclusive means no clear call, values can overlap the other calls;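 further: H4 neuroglioblastoma cells stably carrying SNCA 5'UTR luciferase fusion; 0% = DMSO wells and 100% = positive control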
SKKanGAS inh – blocks kanamycin growth of S. pyogenes SKKanGAS strain; BacTiter-Glo, 6 h; inhibition, % at 7.5 µM; hit rate 1.3% among 300,000; AID 1662;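 active means mean replicate score, as percent of positive control median, at least 50; inconclusive means mean below 50 but one replicate at or above 50; inactive means mean and every replicate below 50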;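 further: strain carries kanamycin resistance gene driven by streptokinase promoter and grows in 40 µg/ml kanamycin; loss of luminescence reflects streptokinase promoter inhibition or plain growth inhibition; 0% = median of DMSO wells and 100% = positive control at its reference dose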
IEC-6 tox – IEC-6 cytotoxicity, counter-screen for KLF5 inhibitors; luminescence viability; inhibition, % at 5 µM; hit rate 0.78% among 290,000; in the data active means inhibition above about 22%;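 further: 0% = plate median of test compound wells and 100% = cytotoxic reference compound wells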
KLF5 inh – inhibitors of KLF5 expression | DLD-1 KLF5 promoter-luciferase reporter, luminescence | inhibition, % at 5 µM | hit rate 0.23% among 290,000;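 active means inhibition above a per-plate limit of that plate's mean compound inhibition plus 3 SD, cut at about 60% in these data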;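 further: 0% = DMSO wells and 100% = LY294002 at 200 µM; higher means less KLF5 promoter-driven luciferase light; inactives centre near -14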
AI-2 QS modul – modulates the Vibrio harveyi AI-2 quorum sensing system. Vibrio harveyi JMH597 AI-2 luminescence/OD600 ratio, 9 h; hits give low values; strain lacks LuxN and CqsS sensors; 0 = neutral-control median. activity change, % at 7.5 µM. hit rate 0.4% among 300,000; in the data active means activity change below about -75%, passing the limit was not always enough; inconclusive means no clear call, values can overlap the other calls;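 further: luminescence divided by OD600 gain over 9 h not by final OD600 alone; inactives centre near 13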
HIF act – HIF pathway transcriptional activation | activation, % at 7.5 µM (by protocol) | U2OS HRE-luciferase reporter, luminescence; normalized: DMSO 0%, desferrioxamine 100% | hit rate 0.32% among 300,000;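 active means mean activation of at least 10% of the iron chelator positive control signal, with at least half of replicates also reaching 10%; inconclusive means mean and replicate majority disagree about reaching 10%; inactive means mean and most replicates under 10%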
HSP90 inh – HSP90 refolding inhibition in rabbit reticulocyte lysate; luciferase refolding luminescence, 3 h; inhibition, % at 5.6 µM; hit rate 0.91% among 290,000;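 active means inhibition above the screen-wide mean plus 3 SD, computed separately per campaign, cut at about 16% in these data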;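 further: 0% = DMSO wells and 100% = 60 µM geldanamycin wells; inhibitors lower the luminescence because luciferase stays unfolded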
Platelet DG rel – platelet dense granule release activity. human platelet-rich plasma, SFLLRN dense granule ATP release, luminescence. inhibition, %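 (compounds screened at 7.5 µM in platelet-rich plasma)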. hit rate 0.22% among 300,000. AID 1663;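 active means mean replicate score, as percent of positive control, at or above 50; inconclusive means mean below 50 but at least one replicate at or above 50; inactive means mean and every replicate below 50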
* hit, by the source's call; ? = inconclusive; . = not tested or not shown.

(1) Cc1ccc(C2C3=C(CCCC3=O)OC3=C2C(=O)CCC3)cc1
(2) Cc1ccc(C2CC(=O)NC3=C2C(=O)CCC3)cc1Br (centres undefined)
(3) Cc1cccc(N2CCN(C(=O)CCC(=O)N3CC(C)Oc4ccc(C)cc43)CC2C)c1 (centres undefined)
(4) COc1ccc(C2C(C#N)=C(N)N(c3sc4c(c3C#N)CCCC4)C3=C2C(=O)CC(C)(C)C3)cc1 (centres undefined)
(5) CCOC(=O)c1[nH]c2cc3c(cc2c1NC(=O)CN1CCc2ccccc2C1)OCO3
(6) O=C(NC(=S)Nc1ccccc1[N+](=O)[O-])c1ccccc1Cl
(7) CCOC(=O)C1CCN(C(=O)CNC(=O)c2nn(-c3ccc(OC)c(OC)c3)c(=O)c3ccccc23)CC1
(8) CCCCC(Sc1nc(N)c(NC(=O)c2ccco2)c(=O)[nH]1)C(=O)O (centres undefined)

assay / compound	1	2	3	4	5	6	7	8
HSF1 activator	10	3	38	43	10	-8	3	-9
HSF1 inhib	2	5	23	23	-3	-1	6	-5
aSyn 5UTR inh	7	-3	17	15	14	-94	-13	-1
SKKanGAS inh	3	1	-8	9	32	30	14	34
IEC-6 tox	-4	-6	4	-8	6	-7	-4	-7
KLF5 inh	15	-19	-9	13	-13	-102	-36	-8
AI-2 QS modul	5	7	22	33	38	-2	9	-3
HIF act	0.0	0.4	-0.4	-0.1	-27	2.4	0.1	-0.2
HSP90 inh	0	-2	6	3	6	2	1	1
Platelet DG rel	-5	7	4	-3	10	-1	2	-19

(9) COC(=O)c1c(NC(=O)C2(C)Cc3ccccc3C(=O)O2)sc2c1CCCC2 (centres undefined)
(10) COc1ccc(CN(CC(=O)NCc2ccccc2)C(=O)c2csnn2)cc1
(11) O=C(CC(c1ccccc1)c1ccccc1)NCC(O)c1ccc([N+](=O)[O-])cc1 (centres undefined)
(12) CCC(NS(=O)(=O)c1cnn(CC)c1)c1ccccc1 (centres undefined)
(13) Cc1ccc(C)c(C(=O)CSc2n[nH]c(-c3ccncc3)n2)c1
(14) CN(C)CCCN(C(=O)/C=C/c1cccs1)c1nc2ccc(F)cc2s1
(15) CCOC(=O)/C(C)=N/Nc1nc(-c2ccc(NC(C)=O)cc2)cs1
(16) O=C(Nc1cccc(S(=O)(=O)Nc2ccccc2Cl)c1)c1ccc(Cl)nc1

assay / compound	9	10	11	12	13	14	15	16
HSF1 activator	-4	17	28	-18	5	.	-21	-14
HSF1 inhib	4	6	20	1	0	.	-4	-9
aSyn 5UTR inh	32	-11	8	-11	28	-14	-45	15
SKKanGAS inh	5	0	7	-6	0	3	15	9
IEC-6 tox	4	0	-7	2	2	0	-4	8
KLF5 inh	-40	-4	0	-9	-19	-10	-66	-9
AI-2 QS modul	8	-1	25	7	43	8	13	11
HIF act	-0.5	0.2	-2.2	-0.7	-0.6	.	-0.1	-1.0
HSP90 inh	-3	-3	-1	2	-1	0	5	6
Platelet DG rel	11	-5	9	-6	-4	-1	0	0

The closing two compounds of the part before are carried over, then new ones follow.
(15) CCOC(=O)/C(C)=N/Nc1nc(-c2ccc(NC(C)=O)cc2)cs1
(16) O=C(Nc1cccc(S(=O)(=O)Nc2ccccc2Cl)c1)c1ccc(Cl)nc1
(17) COc1ccccc1C(=O)Nc1nnc(S(=O)(=O)N2CCCCCC2)s1
(18) COc1ccc(CCN(C)Cc2ccc(OCc3ccccc3)c(OC)c2)cc1OC
(19) COc1ccccc1NC(=O)Nc1ccnn1Cc1cccs1
(20) CCOc1ccc2nc(N(CCCN(C)C)C(=O)c3ccc4c(c3)CCCC4)sc2c1
(21) CC(NC(=O)C1CCCN(S(=O)(=O)c2cccs2)C1)c1ccccc1 (centres undefined)
(22) O=[N+]([O-])c1ccc(CN2CCN(c3ccc([N+](=O)[O-])cc3)CC2)cc1
(23) O=C(c1ccc([N+](=O)[O-])cc1[N+](=O)[O-])n1cnc2ccccc21
(24) COc1ccc(S(=O)(=O)Nc2ccccc2C(N)=O)cc1OC

assay / compound	15	16	17	18	19	20	21	22	23	24
HSF1 activator	-21	-14	15	13	2	-25	0	12	2	.
HSF1 inhib	-4	-9	-3	4	-7	-27	-4	-5	4	.
aSyn 5UTR inh	-45	15	0	-35	-16	1	7	6	-25	-9
SKKanGAS inh	15	9	4	-1	-4	1	-1	1	3	-9
IEC-6 tox	-4	8	-5	8	0	-1	4	8	0	2
KLF5 inh	-66	-9	-19	-19	8	-31	11	0	-38	-15
AI-2 QS modul	13	11	9	3	14	20	17	17	45	25
HIF act	-0.1	-1.0	0.2	-0.1	0.5	-2.9	-0.5	-1.1	0.8	0.0
HSP90 inh	5	6	1	2	-4	-2	0	0	-6	0
Platelet DG rel	0	0	-10	1	2	-7	11	0	-3	-12

Ordered by the number under Platelet DG rel (highest first): 3 from the list above
item	structure	Platelet DG rel
21	CC(NC(=O)C1CCCN(S(=O)(=O)c2cccs2)C1)c1ccccc1 (centres undefined)	11
18	COc1ccc(CCN(C)Cc2ccc(OCc3ccccc3)c(OC)c2)cc1OC	1
17	COc1ccccc1C(=O)Nc1nnc(S(=O)(=O)N2CCCCCC2)s1	-10

Values by screen from above.
Entries 19–22 in HSF1 inhib read -7, -27, -4, -5

Next section.
(25) COc1ccc(C(=O)NCC(=O)N2CCN(c3ccc(Cl)cc3)CC2)cc1
(26) Cc1cc(C)c(S(=O)(=O)N2CCN(C(=O)c3ccc(-n4cncn4)c([N+](=O)[O-])c3)CC2)c(C)c1
(27) C/C(=N\NC(=O)COc1cc(C)cc(C)c1)c1cccc(NC(=O)C2CCC2)c1
(28) O/N=C/c1cc(Br)cc(Br)c1OCc1ccccc1
(29) CCCNC(=O)N1CCN(c2nc(C(C)C)c3c(c2C#N)CC(C)(C)OC3)CC1
(30) CCc1cc2c(=O)c(-c3nc4ccccc4n3C)coc2c(CN2CCCCC2C)c1O (centres undefined)
(31) CCOC(=O)N1CCC(=NNC(=O)COc2ccc(C#N)cc2)CC1
(32) CCOC(=O)c1cc(C#N)c(SC)nc1-c1ccccc1

assay / compound	25	26	27	28	29	30	31	32
HSF1 activator	-7	12	-26	9	13	32	1	-7
HSF1 inhib	-10	-6	-4	4	6	10	-9	-6
aSyn 5UTR inh	11	34	26	23	35	7	-30	14
SKKanGAS inh	-2	3	7	34	-1	1	-3	-1
IEC-6 tox	0	.	7	1	4	-3	2	2
KLF5 inh	-5	.	1	-9	7	-25	-18	-21
AI-2 QS modul	-5	29	9	-2	23	5	21	19
HIF act	0.8	-0.1	-0.2	-0.5	-0.6	-0.2	0.6	-0.5
HSP90 inh	-1	.	3	2	3	-1	-3	-1
Platelet DG rel	10	-1	6	4	2	2	0	3

(33) Cn1ccnc1SCC(=O)Nc1ccc(Cl)cn1
(34) CCOC(=O)N1CCN(CC(=O)Nc2cc(C)nn2-c2nc3ccccc3s2)CC1
(35) COC(=O)c1ccccc1Sc1ncnc2onc(C)c12
(36) Nc1c(N2CCCCC2)c(=O)[nH]c(=O)n1-c1ccccc1
(37) O=C(O)c1cn(-c2ccc(F)cc2)c2cc(Cl)c(F)cc2c1=O
(38) Cc1ccc(C2C(C#N)=C(N)Oc3n[nH]c(-c4cccnc4)c32)o1 (centres undefined)
(39) CN(C)c1ccc(/C=N/NC(=O)CN(c2cccc(Cl)c2)S(C)(=O)=O)cc1Br
(40) COc1cc(NS(C)(=O)=O)c(OC)cc1NC(=O)c1cccc(F)c1

assay / compound	33	34	35	36	37	38	39	40
HSF1 activator	-4	18	86*	-2	9	7	.	5
HSF1 inhib	-4	0	72	6	-1	13	.	-1
aSyn 5UTR inh	-24	31	7	16	15	7	.	6
SKKanGAS inh	7	16	-7	-2	-1	4	6	-4
IEC-6 tox	0	-5	5	-1	-1	-4	-4	-6
KLF5 inh	-16	-28	1	-14	-42	-22	-18	12
AI-2 QS modul	16	28	8	11	-30	24	20	8
HIF act	-0.1	0.6	0.1	-0.3	0.8	-0.2	.	-0.2
HSP90 inh	3	-2	6	-2	-3	15	3	0
Platelet DG rel	-1	4	-5	-1	5	9	.	-4

(41) CCCOC(=O)Cn1c(=O)c2cc3c(=O)n(CC(=O)OCCC)c(=O)c3cc2c1=O
(42) Cc1ccc(C)c(OCC(=O)N(Cc2nnc(-c3ccccc3Cl)o2)C2CC2)c1
(43) CC(C)C(=O)Nc1ccc(C(=O)Nc2nnc(C(C)(C)C)s2)cc1
(44) CC(C)N1CCC(N2CCN(C3CCCCC3)CC2CCO)CC1 (centres undefined)
(45) O=C(Cn1nc(C(F)(F)F)c2c1CCCC2)Nc1ccc2c(c1)OCO2
(46) COc1ccccc1CNC(=O)COc1ccc(Br)c(C)c1
(47) COc1ccc2nc(SCC(=O)c3ccco3)[nH]c2c1
(48) Brc1ccc2oc(-c3ccn[nH]3)cc2c1

assay / compound	41	42	43	44	45	46	47	48
HSF1 activator	-2	1	23	27	3	9	-6	57*
HSF1 inhib	-3	8	1	-2	6	-1	5	30
aSyn 5UTR inh	-6	11	-58	-21	27	-17	-105	-175
SKKanGAS inh	-3	30	-4	18	-8	9	-4	3
IEC-6 tox	1	.	2	4	2	0	1	2
KLF5 inh	10	.	-20	-19	7	-13	-53	-117
AI-2 QS modul	23	46	-20	3	26	-51	1	25
HIF act	0.1	-0.5	-0.2	-0.2	0.4	0.0	1.5	2.5
HSP90 inh	-3	.	-3	2	1	-1	-2	2
Platelet DG rel	10	11	-6	1	0	9	2	0

(49) O=C(Nc1ccc(Br)cc1F)c1sccc1-n1cccc1
(50) Nc1c(C(=O)Nc2ccccc2)nnn1-c1ccc2c(c1)OCCO2
(51) CCCCn1c(N)c(N(CC(C)C)C(=O)c2oc3c(Cl)cccc3c2C)c(=O)[nH]c1=O
(52) CCn1ccnc1CN1CCCC(C(=O)c2ccc3c4c(cccc24)CC3)C1 (centres undefined)
(53) O=C(CN1C(=O)NC2(CCCCC2)C1=O)NC1CCCc2ccccc21 (centres undefined)
(54) COc1ccccc1C(=O)CC(=O)C(=O)Nc1cccc([N+](=O)[O-])c1C
(55) CCc1ccc(Oc2coc3cc(OC(=O)c4cc5ccccc5oc4=O)ccc3c2=O)cc1
(56) Cc1ccccc1OCCCN1CCCC1
(57) Cc1cnccc1CN(C)Cc1nc(Cc2ccccc2Cl)no1
(58) CC(C)(C)C(=O)Nc1cc2c3c(c1)CCC(=O)N3CCC2

assay / compound	49	50	51	52	53	54	55	56	57	58
HSF1 activator	3	16	-37	8	2	15	26	14	.	-7
HSF1 inhib	-1	10	?	3	-6	3	14	-5	.	-2
aSyn 5UTR inh	-47	13	16	30	-1	-18	-67	4	2	13
SKKanGAS inh	6	3	11	1	-4	2	7	2	-3	0
IEC-6 tox	11	8	.	8	6	-1	10	-2	0	7
KLF5 inh	-55	-17	.	-1	-5	7	-45	-7	23	3
AI-2 QS modul	20	10	10	-1	37	3	15	15	9	10
HIF act	.	0.1	-0.3	0.2	-0.2	0.4	0.6	0.6	0.1	-0.2
HSP90 inh	-1	24*	.	1	0	1	1	1	2	-1
Platelet DG rel	5	-39	14	-21	-25	2	-5	0	-2	1

Hits appear at their usual frequency, and some 6% of all compounds hit somewhere here.
